Screens (PubChem)
Akt phos inh: inhibitors of Akt phosphorylation; Neuro2A IGF-stimulated pAkt S473 HTRF, 20 min; hits give low values; hit rate 0.32% among 360,000; activity change, % for hits at 50 µM; AID 651550; in the data active = activity change below about -80%; inconclusive = mostly about -51% to -80%; note: % is set by controls: 0 for no effect and ±100 for the full control effect
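Neuro2A cells (4,500/well, DMEM with 0.5% FBS) were treated with compound at a single 50 µM final concentration, stimulated with 6 nM IGF for 20 min at 37 °C, and lysed. Phospho-Akt Ser473 was read by HTRF as 665/615 ratio ×10^4.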
TDP-43 yeast inh: rescues yeast growth from TDP-43 toxicity; TDP-43 expressing yeast growth rescue, BacTiter-Glo, 24 h; Potency, µM (series often up to 46.1 µM), for inactives: at the top dose growth rescue (activation), most hits filed as activators; hit rate 1.8% among 410,000; note: potency is the fitted concentration of half-maximal effect; % of control where 0% means no effect; nearly all actives have a fitted effect of over 50% in size
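Cell-based yeast growth screen: TDP-43 expression induced in galactose, inoculum OD600=0.02 after raffinose pregrowth to mid-log. Read-out BacTiter-Glo luminescence at 24 hr, 30 deg C; inhibition of toxicity seen as signal increase.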
GLP1R inv ag: inverse agonists of human GLP-1 receptor; P43220; HEK293 GLP-1R CRE-luciferase, luminescence, 24 h; GLP-1R form is constitutively active; Potency, µM (doses to about 38.3 µM), for inactives: at the highest dose activity change, negative = inhibition, most hits filed as inhibitors; hit rate 1.6% among 410,000; note: potency is the fitted concentration of half-maximal effect; % is set by controls: 0 for no effect and ±100 for the full control effect; nearly all actives have a fitted effect of over 55% in size
Target sequence (P43220 whole entry, looked up): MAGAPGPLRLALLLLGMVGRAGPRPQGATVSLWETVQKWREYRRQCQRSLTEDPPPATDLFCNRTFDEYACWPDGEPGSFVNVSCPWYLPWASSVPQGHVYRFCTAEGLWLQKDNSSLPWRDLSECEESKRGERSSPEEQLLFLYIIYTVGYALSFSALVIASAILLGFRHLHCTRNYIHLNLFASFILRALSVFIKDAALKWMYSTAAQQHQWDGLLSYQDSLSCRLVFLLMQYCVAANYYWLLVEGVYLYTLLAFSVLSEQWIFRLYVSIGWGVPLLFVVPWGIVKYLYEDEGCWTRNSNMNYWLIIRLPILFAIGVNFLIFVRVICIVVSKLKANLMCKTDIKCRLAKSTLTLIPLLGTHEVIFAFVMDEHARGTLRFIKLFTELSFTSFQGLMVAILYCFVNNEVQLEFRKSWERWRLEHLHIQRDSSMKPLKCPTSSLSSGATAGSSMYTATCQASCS
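Seeding at 200 cells/uL, 12 h culture, 24 hr compound treatment, then luciferase reagent and a luminescence read; cells are HEK293 stably expressing a constitutively active GLP-1R plus cAMP-responsive luciferase.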
HEK293 tox: cytotoxicity in counter-screen for GLP-1R inverse agonists; HEK293 cAMP-luciferase reporter cells, luminescence, 24 h; Potency, µM (top dose mostly 38.3 µM), without a hit: at the highest dose activity change, negative = inhibition, hits mostly inhibitors; hit rate 0.13% among 410,000; AID 624418;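 note: loss of luciferase light is scored as toxicity; potency is the fitted concentration of half-maximal effect; % is set by controls: 0 for no effect and ±100 for the full control effect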
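Seeding density was 200 cells/uL; after overnight-length (12 h) culture, 23 nL compounds went on for 24 h at 37 °C. Readout used a luciferase detection reagent, luminescence taken after 12 min at room temperature.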
aSyn yeast inh: rescues yeast growth from alpha-synuclein toxicity | Yeast expressing alpha-synuclein, growth rescue, BacTiter-Glo, 24 h | Potency, µM (series often up to 46.1 µM), inactives show at the top dose growth rescue (activation), hits mostly activators | hit rate 0.14% among 370,000; note: potency is the fitted concentration of half-maximal effect; % of control where 0% means no effect; nearly all actives have a fitted effect of over 65% in size
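Rescue of yeast growth: cells expressing toxic alpha-synuclein, induced in galactose at OD600 0.02, incubated with compound 24 h at 30 C. ATP luminescence quantified growth; inhibitors of toxicity appear as activators.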
Abeta rescue: restores growth of yeast expressing A-beta42 peptide; hit rate 0.063% among 410,000; Potency, µM (titrated, usually from 46.1 µM), without a hit: top-dose growth rescue, actives largely listed as activators; yeast expressing A-beta42, growth rescue, OD600, 48 h; response scale: 0% DMSO, 100% iron-clioquinol control; note: potency is the fitted concentration of half-maximal effect; nearly all actives have a fitted effect of over 55% in size
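Growth rescue measured by 600 nm absorbance after 48 h yeast culture at 30 C with compound. Values normalized between DMSO and an equimolar ferric chloride plus clioquinol control.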
PTHR1 agonist: PTHR1 (human) receptor agonism; Q03431; HEK293 GP2 PTHR1 cells, GloSensor cAMP luminescence, 1 h; Potency, µM (top dose mostly 115 µM), without a hit: at the top dose activation, hits mostly activators; hit rate 0.075% among 410,000; note: potency is the fitted concentration of half-maximal effect; nearly all actives have a fitted effect of over 55% in size; some results filed as inactive show a strong effect at the top dose; inactives centre near -15; many of its hits are not listed in these tables
Target sequence (Q03431 whole entry, looked up): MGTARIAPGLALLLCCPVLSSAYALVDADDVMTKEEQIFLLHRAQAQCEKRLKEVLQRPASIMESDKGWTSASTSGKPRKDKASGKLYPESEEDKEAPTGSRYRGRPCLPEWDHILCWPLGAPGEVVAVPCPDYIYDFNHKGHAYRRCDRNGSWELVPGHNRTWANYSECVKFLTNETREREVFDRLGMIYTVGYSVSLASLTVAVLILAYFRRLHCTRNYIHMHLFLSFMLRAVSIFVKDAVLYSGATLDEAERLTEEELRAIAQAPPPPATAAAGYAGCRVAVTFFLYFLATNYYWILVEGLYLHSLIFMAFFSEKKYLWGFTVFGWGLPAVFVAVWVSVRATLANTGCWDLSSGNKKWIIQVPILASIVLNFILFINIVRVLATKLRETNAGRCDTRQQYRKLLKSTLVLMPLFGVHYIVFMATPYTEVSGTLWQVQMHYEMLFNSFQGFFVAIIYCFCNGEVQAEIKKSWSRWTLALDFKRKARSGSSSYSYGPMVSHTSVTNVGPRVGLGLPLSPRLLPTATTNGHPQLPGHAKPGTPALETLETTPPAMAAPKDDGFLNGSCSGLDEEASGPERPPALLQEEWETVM
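HEK-293-derived GP2 cells expressing PTHR1 and a GloSensor cAMP reporter, 3,000/well, plated overnight, given luciferin plus IBMX (each 0.5 mM as added) for 1 h at 37 °C, then compound for 1 h at 37 °C. Luminescence was read after 15 min at room temperature.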
FUS yeast rescue: rescues growth of FUS-expressing yeast; S. cerevisiae FUS-expressing, growth rescue, OD600, 24 h; AID 1347120; Potency, µM (titrated, usually from 76.6 µM), without a hit: at the top dose growth rescue (activation), hits mostly activators; hit rate 0.24% among 390,000;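 note: potency is the fitted concentration of half-maximal effect; plate controls were DMSO vehicle for no effect and reference control for full effect; nearly all actives have a fitted effect of over 55% in size; some results filed as inactive show a strong effect at the top dose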
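Yeast expressing FUS under galactose induction, OD 0.005 in 2% galactose medium; compounds in a dilution series, 24 h at 30C. Growth rescue by absorbance at 600 nm; CP55940 positive control, DMSO negative.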
Mm-Cpn inhibitor: blocks the Methanococcus maripaludis chaperonin Mm-Cpn | purified Mm-Cpn ATPase, ADP Transcreener TR-FRET | Potency, µM (doses to about 76.9 µM), for inactives: at the highest dose activity, negative = inhibition, most hits filed as inhibitors | hit rate 0.031% among 330,000; note: potency is the fitted concentration of half-maximal effect; % is set by controls: 0 for no effect and ±100 for the full control effect; nearly all actives have a fitted effect of over 80% in size
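ATPase turnover read by TR-FRET ADP competition (Eu cryptate antibody/ADP-d2, 665/590 nm): 10uM ATP final, 25nM Mm-CPN final, 30 min 37degC after 10-min compound preincubation, pH 7.4 Tris/KCl/MgCl2/DTT buffer.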
Active calls of the source: *; i = inactive; ? = inconclusive; nt = not tested or not shown; & = joins results of further samples; [ ] = remark or other dose. Unless noted, calls come from the whole dose curve; as a rule, active = well fitted curve in the direction sought with a large enough effect; inconclusive = small, poorly fitted or top-dose-only effect, or another doubt; inactive = no such curve, though single readings can be large; an effect the other way counts as inactive or inconclusive. The list is partial; rates above refer to the full screens.

SMILES | Akt phos inh | TDP-43 yeast inh | GLP1R inv ag | HEK293 tox | aSyn yeast inh | Abeta rescue | PTHR1 agonist | FUS yeast rescue | Mm-Cpn inhibitor
COc1ccccc1C(=O)C1CCCN(C(=O)CSc2ccccn2)C1 (configuration not stated) | i | 3% | -19%[0.307 µM] | -5%[0.307 µM] | -1% | 14% | i | 13% | 2%
CCCN1C(=O)COc2ccc(-c3n[nH]c(=O)c4ccccc34)cc21 | i | -16% | 70%[activator] | -5% | 1% | 2% | -21% | 9% | -6%
CC(=O)Nc1ccc(NC(=O)CSc2nc3ccccc3c(=O)n2CCCN2CCOCC2)cc1 | i | -29% | 223%[activator] | -2% | -4% | -16% | -9% | 5% | -2%
CCCCn1c(N)c(N(Cc2ccccc2)C(=O)COc2ccccc2F)c(=O)[nH]c1=O | i | -14% | 6% | -4% | 1% | 12% | -28% | -22% | 0%
CCn1c(=O)c(=O)n(CC)c2cc(S(=O)(=O)Nc3ccc(C)cc3)ccc21 | i | ? | 0%&15% | -6%&-13% | -3% | 2%&7% | -6% | -7%&21% | 1%
COc1ccc(-n2c(CCC(=O)O)ccc2-c2ccccc2)c(OC)c1 | nt | 30% | ? | 0% | nt | -2% | -16% | ? | nt
C[C@@H]1CN([C@@H](C)CO)S(=O)(=O)c2ccc(Br)cc2O[C@H]1CN(C)C(=O)Cc1cccnc1 | i | 0% | 12% | -14% | -2% | 1% | -21% | -13% | nt
CC(=O)c1cccc(NC(=O)Nc2nnc(N3CCCC3)s2)c1 | nt | 19%[9.22 µM] | 11% | 1% | nt | -14% | -11% | -18% | nt
Cc1noc(C)c1S(=O)(=O)Nc1ccc2c(c1)C(=O)N([C@H](C)CO)C[C@H](C)[C@@H](CN(C)C(=O)Nc1ccc(C(F)(F)F)cc1)O2 | i | 16% | 0% | 9% | 1% | 6% | 2% | 38% | 1%
CCOC(=O)Cn1cc(C(=O)c2ccco2)c2ccccc21 | i | 18µM* | -14% | -6% | -3% | 11% | i | 0% | 0%
CCOC(=O)c1noc2nc(C)n(CC(=O)Nc3cc(Cl)ccc3OC)c(=O)c12 | nt | 37% | -3% | -12% | nt | 20% | 14% | 12% | nt
COc1ccc(CCNC(=O)c2nn(C)c3c2CS(=O)(=O)c2ccccc2-3)c(OC)c1 | i | -5% | ? | -20% | -19% | -16% | -38%[inhibitor] | 43% | 1%
C#CCOCCOCCOCCNc1nc(N2CCN(C(=O)Cn3cc(CC(C)O)nn3)CC2)nc(N2CCN(C(=O)[C@H]([C@@H](C)O)n3cc(CCCCN)nn3)CC2)n1 (some centres not stated) | i | 1% | 1% | 1% | -2% | -16% | 5% | -8% | nt
CCn1c2ccccc2c2cc(NC(=O)COc3cc(C)ccc3C)ccc21 | nt | 10% | 9% | 0% | nt | -7% | -1% | 9% | nt
Cc1cc(N)c(NC2=CC(=O)CC(C)(C)C2)cc1C | i | 1% | ? | -19% | -3% | 5% | -1% | 40% | 2%
C=C1[C@H](C)CN[C@H]1CCO | i | 20% | 13% | 0% | -5% | -11% | 24% | -12% | nt
COC(=O)c1cc(-c2c(C)oc3cc(OC)ccc3c2=O)c(C)o1 | i | -13% | -15% | -6% | -31%[inhibitor] | -26% | i | 5% | 4%
COc1cccc(OCc2cc(C(=O)N(Cc3ccccc3)CC3CC3)no2)c1 | i | 3% | 8.9µM* | -4% | -2% | -3% | -29% | 39% | 1%
O=S(=O)(CS(=O)(=O)c1ccc(Cl)cc1)c1ccc(Cl)cc1 | i | -6% | 18% | 0% | 4% | 4% | -14% | -3% | -2%
Cc1c(=O)n(OCc2ccccn2)c2ccccc2[n+]1[O-] | i | 2% | 11% | -8% | 5% | 17% | i | 3% | -1%
CC(=O)Nc1cccc(NC(=O)C2CCCN2C(=O)Nc2ccc(C)cc2)c1 (configuration not stated) | i | 1% | 6% | -10% | -1% | 5% | i | -17% | -1%
O=C(COc1ccc(F)cc1)N1CCC(Cc2ccccc2)CC1 | i | ? | ? | -37% | 4% | 3% | -15% | 20% | 0%
COc1ccc(S(=O)(=O)N(C)CC(=O)O)c2ccccc12 | i | -18% | -15% | -12% | 1% | -16% | i | 15% | 0%
Cc1ccc(/C=N/NC(=O)c2ccccc2OCc2ccc(F)cc2)o1 | i | 12% | ? | -15% | -6% | -8% | -65%[inhibitor] | 2% | 5%
COc1ccc(OC)c(S(=O)(=O)NCCS(=O)(=O)N2CCN(c3ccccc3)CC2)c1 | i | -2%&8% | -21%&-11% | -3%&-7% | 4% | 14%&0% | -6%&-39% | 20%&6% | 1%
CCOC(=O)C(C)Sc1nnc(Cc2cc(=O)[nH]c(=O)[nH]2)n1-c1ccc(OCC)cc1 (configuration not stated) | i | 22% | -10% | -22% | -4% | 8% | -16% | -5% | 0%
O=C(C[C@@H]1C/C=C\CC[C@H](Cc2ccc(F)cc2)C(=O)OC[C@@H](Cc2ccccc2)NC1=O)NCCO | i | 10% | 1% | -3% | 1% | 2% | -22% | 18% | 1%
COc1ccccc1NC(=O)c1nc(S(=O)(=O)Cc2ccccc2)ncc1Cl | i | -9% | 5% | 4% | 4% | 5% | -21% | -1% | 0%
C#Cc1ccc(NC(=O)C2(C)CCN2C(=O)Cc2ccc(C(C)C)cc2)cc1 (configuration not stated) | i | 35µM* | ? | -11% | 13% | -4% | -48%[inhibitor] | 30% | nt
COc1ccc(NC2C=CS(=O)(=O)C2)c(OC)c1 (configuration not stated) | i | -13% | 10% | 1% | -10% | -2% | i | -1% | -2%
CC1=C/C(=N\OS(=O)(=O)c2ccccc2)C=CC1=O | i | 1% | 46%[activator] | ? | -80%[inhibitor] | -38%[inhibitor] | -33% | 28% | -2%
COc1ccc(S(=O)(=O)Nc2cc(C(=O)NCCCOC(C)C)ccc2N2CCOCC2)cc1 | i | -8% | -14% | -2% | -3% | 1% | i | 17% | -2%
O=S1(=O)CCOC[C@H](c2ccccc2)N1Cc1ccccc1F | i | ? | -7% | 1% | 12% | 14% | i | -3% | -1%
COc1cc(Cl)ccc1OCc1cc(C(=O)N2CCCC(OC)C2)no1 (configuration not stated) | i | ? | 22% | 5% | 8% | 9% | -87%[inhibitor] | 11% | -3%
CN1CCN(/C=N/c2c(C#N)cnn2-c2ccccc2)CC1 | i | 10% | 40%[activator] | -1% | 4% | 9% | i | -20% | 3%
CNC(=O)c1cnc2sc(N3CCC(C)CC3)nn2c1=O | nt | 14% | 2% | 12% | nt | -13% | -17% | -7% | nt
Cc1ccc([N+](=O)[O-])cc1NC(=S)NCCc1ccccc1 | i | -5% | ? | -39% | -5% | 4% | ? | -10% | 0%
CCN(CC)CCCNC(=O)c1cc(-c2ccccc2)c(N2CCCCC2)s1 | i | 0% | ? | -3% | 0% | -4% | i | ? | 1%
CC(NC(=O)c1cccs1)c1nnc(SCc2ccc(Cl)cc2Cl)n1C (configuration not stated) | i | -5% | -21% | -10% | 13% | 13% | i | 20% | 0%
O=C(CN1CCC(NC(=O)c2cccc(F)c2)CC1)NCc1cccs1 | i | -13%[0.397 µM] | 3% | -2% | -1% | -1% | 15% | 11% | -1%
O=C(NC1(Cc2ccccc2)CCN(CCCc2ccccc2)C1=O)c1ccccc1 (configuration not stated) | i | -5% | 11µM* | -16% | 10% | -11% | -3% | 12% | 2%
Cc1ccc(C(=O)c2coc3cc([N+](=O)[O-])c(O)c([N+](=O)[O-])c23)cc1 | i | ? | 0% | 10% | -36%[inhibitor] | -80%[inhibitor] | -92%[inhibitor] | nt | 3%
Cc1ccccc1CN1C(=O)/C(=C\c2ccc(C(=O)NCCN3CCOCC3)cc2)Sc2ccccc21 | i | -11% | 11µM* | 39%[activator] | -21% | 6% | -20% | ? | 0%
Cc1ccc(O)c(CNc2nc3ccccc3n2C)c1 | i | 2% | 6% | -18% | 2% | 7% | -6%[57.5 µM] | 15% | -3%
O=C(COc1nsnc1N1CCOCC1)Nc1ccc([N+](=O)[O-])cc1 | i | -25% | -1% | 10% | -15% | -7% | i | 20% | 2%
O=c1[nH]c(CSc2nc3ccccc3o2)nc2c1cnn2-c1ccccc1 | i | -3% | -5% | 0% | 9% | -4% | i | 33% | -3%
Cc1cc(N2C(=O)C(O)=C(C(=O)c3ccco3)C2c2ccc(Cl)cc2)no1 (configuration not stated) | nt | 2% | -4% | -20% | -12% | -14% | -30% | 8% | -5%
O=C(O)C(=O)/C(=C\c1ccccc1)c1ccc2ccccc2n1 | nt | -7% | 18% | 8% | -4% | -17% | -8%[57.5 µM] | 12% | -3%
CCc1ccc([C@@H]2C[C@H]3[C@@H](CN2S(=O)(=O)c2ccc(C)cc2)C(=O)C[C@@H](c2ccccc2F)N3S(=O)(=O)c2ccc(C)cc2)cc1 | i | 3% | ? | 3% | 2% | 14% | -17% | 14% | nt
O=C(C[C@H]1C/C=C\C[C@@H](Cc2ccc(F)cc2)C(=O)O[C@@H](c2ccccc2)CNC1=O)N[C@@H](CO)Cc1ccccc1 | i | 6% | 10% | 4% | 0% | -5% | -23% | 20% | 1%
CCOc1cnc(-c2ccc(Cl)cc2)o1 | i | 2% | 9% | -17% | -8% | -8% | -10% | -27% | 0%
